Bioassay records as filed in PubChem BioAssay.
Insulin prom up: MIN6 insulin promoter up-regulation | 190,000 compounds, 0.3% hits | MIN6 insulin promoter-GFP reporter, high-content imaging; hits give high values | z-score at 5 µM;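 active means z-score above 3 at 5 µM with at least 500 cells counted in the well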
MT stabilizer: microtubule stabilizers in HeLa cells; % tubulin-high responders, % at 10 µM; HeLa tubulin immunostaining HCS, 24 h; share of cells brighter than vehicle mean+2SD; 200,000 compounds, 0.83% hits;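 active means plate Z-score above 3 for both tubulin-high and condensed-nucleus cell shares, with cell loss under 80%, at 10 µM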;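 further: anti alpha tubulin signal scored within the nucleus-defined area of each cell; some results filed as inactive read as strong as hits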
TNAP activators: human TNAP enzyme activators, primary screen, biochemical, luminescent, no phosphate acceptor, uHTS (AID 1001) | purified TNAP, luminescent activation assay, no phosphate acceptor; higher activation fold means a stronger effect | activation fold at 20 µM, or EC50 in µM where a hit was titrated | 200,000 compounds, 0.03% hits; in the data active means activation fold from about 3, or a potency from the dose series; inactive means the rest, 99 in 100 with activation fold below about 1.6; further: many of its hits are not listed in these tables
Lipid droplet: modulators of hepatic lipid droplet formation. AML12 mouse hepatocytes, oleate lipid droplets, BODIPY imaging. inhibition, % at 6.5 µM. 240,000 compounds, 0.4% hits. AID 1656;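 active means lipid droplet intensity inhibited by at least 50%, with more than 500 cells counted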
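Assay system: AML12 mouse liver cells | Compound: 6.5 µM single-point dosing | Schedule: Overnight exposure | Technique: Fluorescence imaging, 20x objective, two fields per well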
PMI inhibitors: MPI enzyme activity inhibition – biochemical, fluorescence intensity, coupled assay, primary screen (AID 1209) | purified PMI enzyme, coupled fluorescence intensity; higher % means a stronger effect | 190,000 compounds, 0.42% hits | inhibition, % at 20 µM; hits with a dose series show IC50 in µM;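 further: plate controls were DMSO vehicle for no effect and wells lacking substrate for full effect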
b-catenin transl: alters nuclear translocation of beta-catenin in HeLa cells; immunofluorescence imaging; nuclear translocation activity, % at 5 µM; 190,000 compounds, 0.3% hits;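 active means nuclear translocation activity above 50% at 5 µM, with a well cell count of 50 or more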;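 further: per-cell ratio of nuclear to cytoplasmic median beta-catenin stain intensity; plate controls were DMSO negative control for no effect and GSK-3 inhibitor IX positive control for full effect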
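Technique: fluorescence imaging of beta-catenin antibody stain plus DAPI / Material: human HeLa cell line / Incubation: compound treatment 24 h, 37°C, 5% CO2 / Read-out basis: % activation of per-cell nuclear versus cytoplasmic median beta-catenin signal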
PMI inhibition: human PMI inhibitors, high substrate, primary screen, biochemical, fluorescence intensity, high mannose 6-phosphate (AID 1220); recombinant PMI enzyme, coupled fluorescence intensity; higher % means a stronger effect; inhibition, % at 20 µM; hits with a dose series show IC50 in µM; 190,000 compounds, 0.66% hits
Autophagy HCS: modulators of autophagy. MEF GFP-LC3 puncta imaging; test concentration mostly 10 µM. calls only at 10 µM (by protocol). 190,000 compounds, 0.98% hits;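 active means percentage of spot-positive cells more than 3 SD above its plate mean, without a fluorescence outlier flag or 80% toxicity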;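 further: spot-positive cell cutoff set from DMSO-treated cells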
T cell modulator: T cell immune modulators affecting CD8 T cell-vesicle binding; 2C CD8+ T cell-vesicle binding, flow cytometry; hits give low values; calls only at 7 µM; 330,000 compounds, 0.068% hits; AID 2052;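 active means response, share of CD8 T cells binding vesicles, and their 90th percentile fluorescence all below set limits, cut at about 80% in these data, passing the limit was not always enough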
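incubation = binding step 1.5 h, 37 °C, antibody labelling 20 min, ice | test system = 2C mouse CD8+ T cells | read-out basis = percent CD8+ FL2 mean versus row control | controls = Peptide-free naked vesicles (low) and QL9 vesicles with 0.7% DMSO vehicle (high) | detection = flow cytometry of vesicle-bound cells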
Insulin prom up cell count: also measured in Insulin prom up; calls as there; cell count; measured here: cytotoxicity, nuclei count;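 total cells summed across four imaged fields per well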
Lipid droplet cells 6.5 µM: further read-out of Lipid droplet, marked with its call; cell count; measured here: cell count, cytotoxicity flag;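 cells counted across two imaged fields per well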
b-catenin transl cell count 5 µM: second read-out of b-catenin transl, no call of its own (marks repeat the call); cell count; measured here: cell count, cytotoxicity flag
T cell modulator vesicle-bound %: also measured in T cell modulator; calls as there; double positive events, %; measured here: CD8+ vesicle-bound cell fraction;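 binding gate set so that unloaded-vesicle control wells show 10% double positive cells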
MT stabilizer Hoechst-high %: further read-out of MT stabilizer, marked with its call; % Hoechst-high responders; measured here: nuclear condensation Hoechst responders;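 share of cells brighter than vehicle mean plus two SD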
MT stabilizer cytotoxicity %: further read-out of MT stabilizer, marked with its call; toxicity, %; measured here: cytotoxicity by cell density;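 0% = mean cell density of plate MIN control wells and 100% = no cells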
Autophagy HCS cell loss 18 h: further read-out of Autophagy HCS, marked with its call; toxicity, %; measured here: cell loss, nuclei count;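 cell loss after 18 h compound exposure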
The depositor's hits bear a star; i = inactive; . = not tested or not shown. Unless noted, no stated cut-off is given here; in the data, active means inhibition above about 50%; inactive means the rest. Rows were taken by chance; overall some 2.9% were active at least once.

mol	Insulin prom up	Insulin prom up cell count	MT stabilizer	MT stabilizer Hoechst-high %	MT stabilizer cytotoxicity %	TNAP activators	Lipid droplet	Lipid droplet cells 6.5 µM	PMI inhibitors	b-catenin transl	b-catenin transl cell count 5 µM	PMI inhibition	Autophagy HCS	Autophagy HCS cell loss 18 h	T cell modulator	T cell modulator vesicle-bound %
O=C(COc1ccc(S(=O)(=O)N2CCCC2)cc1)Nc1ccc2c(c1)OCCO2	-0.16	1427	1.8	1.2	4.2	1.1	0.9	727	1.8%	0.5	1505	6.0%	i	4.1	i	51.8
CCOc1nc(Nc2ccc(OC)c(Cl)c2)nc(N2CCN(c3ccc(OC)cc3)CC2)n1	-0.67	673	1.4	2.3	4.5	1	-24.4	711	16.0%	-2.5	1129	9.1%	i	2.1	i	48.6
O=C(NC1CCCCC1)c1sc(N2CCOCC2)nc1-c1ccccc1	0.71	1196	1.3	2.0	2.5	1	1.8	700	-12.2%	.	.	-9.9%	i	-11.7	i	39.0
COc1ccccc1NC(=O)CSc1nc2ccccc2cc1Cc1ccccc1	.	.	2.6	1.7	0.7	1.1	.	.	2.7%	.	.	1.5%	i	-0.5	i	43.8
COc1ccccc1NC(=S)NC(=O)c1ccc(-c2ccc(Cl)cc2)o1	0.04	1533	1.7	3.1	0.9	1.1	.	.	4.2%	-3.6	1426	-2.9%	i	4.6	i	11.4
O=C(COC(=O)c1ccc(Cl)c(S(=O)(=O)N2CCCCC2)c1)NCC1CCCO1 (stereo not given)	0.61	1250	0.9	1.7	9.4	1.2	-3.7	714	5.5%	0.1	1069	3.8%	i	9.2	i	37.6
CCn1cc(C(=O)N2CCOCC2)c(=O)c2cc(S(=O)(=O)N(C)C)ccc21	1.32	882	2.9	3.4	5.0	1.1	.	.	7.3%	.	.	11.8%	i	-2.0	i	60.8
Cc1c(Cc2ccccc2)c(=O)oc2cc(OCC(=O)c3ccccc3)ccc12	-0.21	1449	6.5	5.7	5.0	1	-1.6	614	5.4%	-1.6	1137	0.6%	i	17.7	i	3.5

Continued, overlapping the part above by 4 compounds.
mol	Insulin prom up	Insulin prom up cell count	MT stabilizer	MT stabilizer Hoechst-high %	MT stabilizer cytotoxicity %	TNAP activators	Lipid droplet	Lipid droplet cells 6.5 µM	PMI inhibitors	b-catenin transl	b-catenin transl cell count 5 µM	PMI inhibition	Autophagy HCS	Autophagy HCS cell loss 18 h	T cell modulator	T cell modulator vesicle-bound %
COc1ccccc1NC(=S)NC(=O)c1ccc(-c2ccc(Cl)cc2)o1	0.04	1533	1.7	3.1	0.9	1.1	.	.	4.2%	-3.6	1426	-2.9%	i	4.6	i	11.4
O=C(COC(=O)c1ccc(Cl)c(S(=O)(=O)N2CCCCC2)c1)NCC1CCCO1 (stereo not given)	0.61	1250	0.9	1.7	9.4	1.2	-3.7	714	5.5%	0.1	1069	3.8%	i	9.2	i	37.6
CCn1cc(C(=O)N2CCOCC2)c(=O)c2cc(S(=O)(=O)N(C)C)ccc21	1.32	882	2.9	3.4	5.0	1.1	.	.	7.3%	.	.	11.8%	i	-2.0	i	60.8
Cc1c(Cc2ccccc2)c(=O)oc2cc(OCC(=O)c3ccccc3)ccc12	-0.21	1449	6.5	5.7	5.0	1	-1.6	614	5.4%	-1.6	1137	0.6%	i	17.7	i	3.5
CN(C)S(=O)(=O)c1ccc(N)c([N+](=O)[O-])c1	-0.48	1409	.	.	.	.	3.3	699	.	-1.5	1089	.	.	.	i	36.8
COc1ccc(-c2nnc(SCC(=O)Nc3cc(C)on3)o2)cc1	0.46	1377	2.5	0.9	9.0	1	1.1	672	6.8%	-1.8	1107	7.9%	i	-7.4	i	46.7
COc1cc(OC)cc(C(=O)NCc2nc(-c3ccccc3)no2)c1	-0.96	1305	2.1	2.1	35.9	1.1	7.7	722	3.4%	2.8	1185	-0.6%	i	-0.3	i	31.1
N/C(=N\S(=O)(=O)c1cc(C(F)(F)F)cc(C(F)(F)F)c1)c1ccc(Cl)cc1	-0.59	1391	.	.	.	.	-12.5	666	.	-3.7	1179	.	.	.	i	22.7
Cc1cccc(C(=O)NC2CC3CCCC(C2)N3S(=O)(=O)c2ccccc2)c1 (stereo not given)	-0.22	755	1.5	1.3	4.1	1.1	-6.7	752	12.2%	.	.	11.8%	i	-17.9	i	63.7
Cc1ccc(-c2csc(NC(=O)c3cc([N+](=O)[O-])ccc3N3CCOCC3)n2)cc1	0.52	1391	7.4	3.2	2.9	1.1	20.6	671	-1.1%	1.4	1504	1.8%	i	17.9	i	12.1
CN(C)c1ccc(-c2nn3c(C4CCCCC4)nnc3s2)cc1	-0.11	1055	2.3	1.4	8.3	1.1	3.1	757	2.9%	1.1	1037	2.2%	i	4.8	i	17.8
O=C(Nc1ccccc1C(=O)O)c1cc(S(=O)(=O)N2CCCCC2)cs1	0.41	1566	3.0	1.5	8.6	1	-0.5	670	-3.4%	2.7	949	-5.0%	i	6.4	i	52.3

Additional records:
mol	Insulin prom up	Insulin prom up cell count	MT stabilizer	MT stabilizer Hoechst-high %	MT stabilizer cytotoxicity %	TNAP activators	Lipid droplet	Lipid droplet cells 6.5 µM	PMI inhibitors	b-catenin transl	b-catenin transl cell count 5 µM	PMI inhibition	Autophagy HCS	Autophagy HCS cell loss 18 h	T cell modulator	T cell modulator vesicle-bound %
CN1C(=O)CSc2ccc(NC(=O)NCc3ccccc3)cc21	.	.	2.7	1.5	5.5	1.2	10.1	713	-6.1%	-0.6	1124	-3.8%	i	21.6	i	58.0
Cc1cccc(NC(=O)CN2C(=O)C(C)Oc3ccccc32)n1 (stereo not given)	0.29	1249	2.3	1.7	2.9	1.1	12.0	773	-8.9%	-0.1	1133	-11.8%	i	1.7	i	24.4
S=c1[nH]nc(CCSCc2ccccc2)n1-c1ccccc1	-1.01	1581	3.9	2.4	11.5	1.9	-5.9	647	14.3%	1.5	856	12.7%	i	1.0	i	38.4
Cc1ccc(C(=O)c2cc([N+](=O)[O-])ccc2N2CCOCC2)cc1C	0.36	881	19.5*	57.3*	51.4*	1	-11.9	559	22.3%	9.6	675	10.8%	i	35.4	i	31.3
CCOC(=O)Cc1nnc(NC(=O)CSc2ncc(-c3ccccc3)nn2)s1	0.08	1264	2.3	1.2	6.1	1.1	10.5	699	-4.9%	-1.3	1126	-10.1%	i	-34.9	i	43.6
COc1ccc(-n2c(COc3ccc(C)cc3)nnc2SCc2ccc(C#N)cc2)cc1	-1.48	1230	2.9	1.3	8.8	1.1	.	.	10.6%	1.6	1387	7.1%	i	2.2	i	35.1
Cc1cc(-c2n[nH]c(=S)n2/N=C/c2ccco2)n[nH]1	0.46	1120	.	.	.	.	16.2	753	.	-0.9	1280	.	.	.	i	25.3
Cc1cc(C)c2nc(N3CCN(C)CC3)c(C#N)cc2c1	0.81	1083	2.1	2.6	10.0	1.1	.	.	-4.0%	0.3	788	-5.4%	i	3.7	i	11.6

Next section
mol	Insulin prom up	Insulin prom up cell count	MT stabilizer	MT stabilizer Hoechst-high %	MT stabilizer cytotoxicity %	TNAP activators	Lipid droplet	Lipid droplet cells 6.5 µM	PMI inhibitors	b-catenin transl	b-catenin transl cell count 5 µM	PMI inhibition	Autophagy HCS	Autophagy HCS cell loss 18 h	T cell modulator	T cell modulator vesicle-bound %
Cc1onc(-c2ccccc2)c1NC(=O)Nc1ccc(OC(F)F)cc1	0.59	1084	.	.	.	.	7.8	789	.	-0.7	1257	.	.	.	i	20.8
COCCN=C1Sc2nc3ccc(C)cc3cc2CN1Cc1ccco1	-0.32	807	1.7	1.3	2.4	1	2.8	793	-63.1%	-1.8	1069	-107.7%	i	2.6	i	50.7
Cc1[nH]c2ccccc2c1SCCNC(=O)c1ccc(Br)o1	-0.28	721	1.7	1.5	4.3	1	2.5	707	7.2%	-0.3	1200	-1.7%	i	3.5	i	20.1
CC(=O)c1ccc(NC(=S)NCCCn2ccnc2)cc1	0.22	1448	3.1	2.0	3.0	1	46.2	700	4.4%	-2.1	1098	7.4%	i	0.6	i	48.8
CN(Cc1ccccc1)S(=O)(=O)c1ccc(NC(=O)C2CCCO2)cc1 (stereo not given)	-0.34	1325	2.0	1.4	0.8	1.1	.	.	-0.8%	-5.0	937	-4.6%	i	-1.1	i	12.2
CCOC(=O)C1=C(CN2CCOCC2)NC(=O)NC1c1cccc([N+](=O)[O-])c1 (stereo not given)	-0.36	1342	3.2	2.8	5.7	1.1	-12.9	660	-2.3%	0.6	1473	2.7%	i	2.1	i	41.4
CC(C)(C)CNc1cc(N2CCCC2)ccc1[N+](=O)[O-]	0.18	1572	1.3	0.9	7.8	1	.	.	7.9%	-0.2	1328	11.3%	i	3.8	i	46.6
Nc1cnc(CNc2ccccc2Cl)cn1	0.05	949	.	.	.	.	7.4	722	.	1.1	1293	.	.	.	i	16.5

(more compounds)
mol	Insulin prom up	Insulin prom up cell count	MT stabilizer	MT stabilizer Hoechst-high %	MT stabilizer cytotoxicity %	TNAP activators	Lipid droplet	Lipid droplet cells 6.5 µM	PMI inhibitors	b-catenin transl	b-catenin transl cell count 5 µM	PMI inhibition	Autophagy HCS	Autophagy HCS cell loss 18 h	T cell modulator	T cell modulator vesicle-bound %
COCC(=O)N(Cc1nc2ccccc2c(=O)[nH]1)Cc1cccs1	0.23	1874	1.6	3.3	13.2	1	15.6	688	2.5%	-2.7	1150	1.5%	i	-5.4	i	38.0
COc1ccccc1C1CC(c2ccco2)=NN1S(C)(=O)=O (stereo not given)	.	.	2.3	2.4	3.5	1.3	-1.0	664	8.1%	0.9	1580	11.6%	i	-5.3	i	51.5
CNC(=S)NNc1ccccc1[N+](=O)[O-]	0.1	1191	2.7	1.8	11.2	0.9	3.8	720	-11.6%	-0.5	1108	0.7%	i	1.1	i	54.0
O=C(c1ccc(F)cc1)n1ccc(-c2cnc(-c3ccccc3)s2)n1	0.17	1024	1.7	1.0	2.8	1.1	8.0	825	-3.8%	.	.	-7.4%	i	-8.0	i	51.1
